SR-BI DiI inh = inhibitors of SR-BI mediated HDL lipid uptake, primary screen, ldlA[mSR-BI] cells, fluorescence, single point. actives 0.96% (n = 320,000). ldlA[mSR-BI] CHO cells, DiI-HDL uptake fluorescence, 3 h. inhibition, % at 12.5 µM. Scavenger receptor class B member 1 (Mus musculus), Q61009;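 active = mean replicate inhibition of at least 70% and a set share of replicates each scoring 70 or more; inconclusive = meets just one of the two criteria; inactive = fails both criteria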;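 note: 0% = median of neutral control wells and 100% = median of positive control wells; values of inactives mirror those of a sister screen read the other way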
NSD2 HMT inh = NSD2 histone methyltransferase inhibitors, primary screen, biochemical, AlphaScreen, single concentration, set 2; Histone-lysine N-methyltransferase NSD2 (Homo sapiens), O96028; NSD2 peptide methylation, 120 min; inhibition, % at 12.5 µM; actives 0.54% (n = 310,000); in the data active = inhibition above about 50%
HTR5A ag = HTR5A agonists in luminescence cell assay, primary screen, counter-screen for OPRM1-OPRD1 heterodimer agonist project, full-deck HTS | cell-based | actives 0.61% (n = 340,000) | AID 504692, 2011 | activation, % at 9.3 µM; in the data active = activation mostly above about 9.5%, no sharp cut-off; inactive = mostly below about 7.6%;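 note: 0% = cells with vehicle only and 100% = reference agonist; strong numbers were not always called active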
Target sequence (P47898 whole entry, looked up): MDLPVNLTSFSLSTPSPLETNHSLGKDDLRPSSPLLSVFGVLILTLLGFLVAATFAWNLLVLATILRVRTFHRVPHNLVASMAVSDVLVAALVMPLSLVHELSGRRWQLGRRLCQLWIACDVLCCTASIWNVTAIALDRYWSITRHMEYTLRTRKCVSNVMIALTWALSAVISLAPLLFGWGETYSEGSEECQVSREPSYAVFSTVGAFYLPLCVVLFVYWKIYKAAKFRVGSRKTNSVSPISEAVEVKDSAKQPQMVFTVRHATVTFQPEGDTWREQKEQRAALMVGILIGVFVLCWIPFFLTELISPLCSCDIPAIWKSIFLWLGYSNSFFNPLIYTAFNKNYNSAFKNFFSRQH
Wnt act = Wnt/beta-catenin pathway activators, primary screen, cell-based, plate reader, single point | activation, % at 9.35 µM | actives 1.2% (n = 300,000) | Wnt/beta-catenin reporter cell assay, activator; in the data active = activation above about 30%, passing the limit was not always enough; inconclusive = no clear call, values can overlap the other calls;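 note: 0% = neutral control wells and 100% = positive control wells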
MITF act = activators of MITF-driven TRPM1 promoter reporter, primary screen, cell-based, SK-MEL-5, luciferase, single point | SK-MEL-5 TRPM1-promoter luciferase, 24 h; % of positive control, neutral wells = 0 | activation, % at 12.5 µM | actives 0.75% (n = 300,000) | AID 588334, 2011;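 active = mean activation of at least 80% with every replicate also reaching 80%; inconclusive = mean reaches 80% but some replicate falls short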;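 note: 0% = neutral control wells and 100% = parthenolide positive control wells; values of inactives mirror those of a sister screen read the other way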
dFosB activator = activators of delta FosB homodimer, primary screen, biochemical, fluorescence polarization, TAMRA-CDK5 oligo, single point; activation, % at 25 µM; purified delta FosB; percent of positive-control signal above neutral wells; AID 493131, 2011; Protein FosB (Mus musculus), P13346; actives 0.99% (n = 340,000);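 active = mean activation above about 17%, with every replicate also reaching it, limit read from the data, passing the limit was not always enough; inconclusive = only one of the two conditions met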;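 note: fluorescence polarization rise as delta FosB binds a TAMRA Cdk5 AP-1 oligo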
V-ATPase pHluor = regulators of yeast V-ATPase proton pumping, primary screen, pHLuorin cytosolic pH fluorescence; actives 0.37% (n = 350,000); AID 504577, 2011; S. cerevisiae; response, % at 10 µM; in the data active = response mostly above about 7.3%, no sharp cut-off; inactive = mostly below about 5.4%; note: actives read high; inactives centre near 0; some compounds called inactive have numbers as strong as hits; reference of the scale not given here
PvdQ inh = P. aeruginosa PvdQ acylase inhibitors, primary screen, biochemical, fluorescence, plate reader and imaging, single point | PvdQ acylase [Pseudomonas aeruginosa LESB58] | purified PvdQ acylase | inhibition, % at 10 µM | actives 0.063% (n = 340,000); in the data active = inhibition above about 30%, passing the limit was not always enough; inconclusive = no clear call, values can overlap the other calls;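 note: 0% = vehicle neutral wells and 100% = reference inhibitor wells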
CDK5 p35 inh = inhibitors of human CDK5/p35 kinase, primary screen, biochemical, single concentration. Cyclin-dependent kinase 5 (Homo sapiens) + Cyclin-dependent kinase 5 activator 1 (Homo …. Recombinant CDK5/p35, ADP-Glo luminescence, 60 min. inhibition, % at 10 µM. actives 0.01% (n = 330,000). AID 488839, 2010;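 active = highest replicate inhibition of at least 50% and at least 75% of replicates reaching 50%; inconclusive = only one of the two criteria met; inactive = both criteria failed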;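 note: plate controls were DMSO neutral control for no effect and GW8510 at 10 µM for full effect; many of its hits are not listed in these tables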
Target sequence (Q00535 whole entry, looked up): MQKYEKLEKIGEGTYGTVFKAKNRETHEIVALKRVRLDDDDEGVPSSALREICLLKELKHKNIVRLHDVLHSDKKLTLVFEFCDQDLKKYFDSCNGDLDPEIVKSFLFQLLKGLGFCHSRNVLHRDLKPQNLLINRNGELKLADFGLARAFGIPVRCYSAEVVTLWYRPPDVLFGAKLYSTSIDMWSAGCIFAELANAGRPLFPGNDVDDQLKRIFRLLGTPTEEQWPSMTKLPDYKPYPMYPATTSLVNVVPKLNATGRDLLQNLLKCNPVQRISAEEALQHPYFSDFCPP
Target sequence (Q15078 whole entry, looked up): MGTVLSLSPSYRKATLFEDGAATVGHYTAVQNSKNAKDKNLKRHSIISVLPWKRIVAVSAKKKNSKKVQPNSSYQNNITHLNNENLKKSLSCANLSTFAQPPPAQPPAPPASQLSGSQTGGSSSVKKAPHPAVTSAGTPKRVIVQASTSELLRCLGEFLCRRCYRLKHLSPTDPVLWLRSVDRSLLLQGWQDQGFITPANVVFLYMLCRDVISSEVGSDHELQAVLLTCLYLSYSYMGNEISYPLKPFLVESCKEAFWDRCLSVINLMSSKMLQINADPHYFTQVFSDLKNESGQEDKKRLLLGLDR
HTR5A inv ag = HTR5A inverse agonists in luminescence cell assay, primary screen, counter-screen for OPRM1-OPRD1 heterodimer inverse agonist project, full-deck HTS; AID 504634, 2011; inhibition, % at 9.3 µM; 5-hydroxytryptamine receptor 5A (Homo sapiens), P47898; HTR5A cell line, inverse agonism; actives 0.083% (n = 340,000); in the data active = inhibition mostly above about 23%, no sharp cut-off; inactive = mostly below about 18%;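 note: 0% = cells with DMSO and 100% = no-cell wells with DMSO; some compounds called inactive have numbers as strong as hits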
* = called active by the depositor; ? = inconclusive; nt = not tested or not shown.

nr	mol	MITF act	HTR5A inv ag	CDK5 p35 inh	V-ATPase pHluor	dFosB activator	Wnt act	SR-BI DiI inh	HTR5A ag	NSD2 HMT inh	PvdQ inh
1	Cc1cc(C)cc(C(=O)N(NC(=O)Nc2ccc(Cl)cc2)C(C)(C)C)c1	-7	3	0.1	3	4	-2	16	2	-1	-8
2	CN(CC(=O)Nc1ccc(Cl)c(C(F)(F)F)c1)C(=O)Cc1cccs1	22	9	-0.3	1	-6	-3	-1	2	0	-4
3	CN1/C(=C\C=[N+](C)c2ccccc2)C(C)(C)c2ccccc21	-31	-20	-0.4	-1	1	nt	-11	4	0	-6
4	CC(=O)Nc1ccc(SC(Sc2ccc(NC(C)=O)cc2)c2ccccc2)cc1	0	12	2.2	-5	-12	-1	7	-3	0	-2
5	Clc1ccc(SCCOCCN2CCCCCC2)cc1	5	15	0.3	4	-5	-2	-3	-2	9	-8
6	O=C(CCNS(=O)(=O)c1cccs1)Nc1nccs1	nt	3	0.0	nt	-5	18	-33	2	-2	10
7	CCn1cc(CN2CCC(n3nccc3NC(=O)c3cccc(F)c3)CC2)cn1	5	15	-1.0	10	-1	-2	5	0	2	-10
8	Cc1ccc2c(c1)CCCN2C(=O)c1cc(C)c(C)s1	6	-3	-0.4	-1	-2	-1	61	1	-6	6
9	Cc1ccnc(NC(=O)CCC(=O)N(CC(=O)NCc2ccccc2)Cc2ccccc2)c1	9	-8	0.7	-2	-15	3	-13	3	-2	-16
10	COc1ccc(C)cc1N(C(=O)c1ccco1)C(C(=O)NC1CCCC1)c1ccc(N2CCOCC2)cc1 (centres undefined)	2	-31	0.3	0	-12	0	nt	11	1	20

Among those listed so far, these have two or more sulfur atoms:
nr	mol	MITF act	HTR5A inv ag	CDK5 p35 inh	V-ATPase pHluor	dFosB activator	Wnt act	SR-BI DiI inh	HTR5A ag	NSD2 HMT inh	PvdQ inh
4	CC(=O)Nc1ccc(SC(Sc2ccc(NC(C)=O)cc2)c2ccccc2)cc1	0	12	2.2	-5	-12	-1	7	-3	0	-2
6	O=C(CCNS(=O)(=O)c1cccs1)Nc1nccs1	nt	3	0.0	nt	-5	18	-33	2	-2	10

Continued.
nr	mol	MITF act	HTR5A inv ag	CDK5 p35 inh	V-ATPase pHluor	dFosB activator	Wnt act	SR-BI DiI inh	HTR5A ag	NSD2 HMT inh	PvdQ inh
11	CCOC(=O)c1cccc(NC(=O)CSc2nnc(COc3ccccc3)n2CC)c1	nt	8	0.2	-2	-14	-2	-5	1	-1	2
12	COc1cc(NC(=O)CSc2nc3ccccc3cc2Cc2ccccc2)cc(OC)c1	-16	7	3.2	0	-15	nt	24	1	0	-13
13	Cc1ccc(NC(=O)CSCC(=O)N2CCCc3ccccc32)cc1	3	6	-0.1	-1	5	-5	-31	-2	0	-14
14	CCC(C)N(C(=O)COC(=O)C1C(C(=O)OC)=C(C)NC(C)=C1C(=O)OC)C1CCS(=O)(=O)C1 (centres undefined)	1	5	-1.5	-2	-11	-5	-8	-2	-4	-11
15	COc1cc(NC(=O)C2=C(N3CCOCC3)/C(=C\c3ccc(Br)cc3)CC2)cc(OC)c1OC	5	-14	-1.8	3	3	nt	59	-1	0	5
16	O=C(O)c1cc(=O)c2cc(Cl)ccc2o1	nt	-5	-1.3	-6	9	-2	-16	-2	4	-15
17	COc1ccc(S(=O)(=O)NC(C)C(=O)NCc2cccnc2)cc1OC (centres undefined)	5	-11	-2.6	-4	5	0	nt	4	9	-20
18	COc1cccc(-c2nc(C(N)=O)c3[nH]c(=O)n(-c4ccccc4)c3n2)c1OC	1	-31	1.5	1	-16	-3	51	11	nt	-16
19	N=C1/C(=C\c2coc3ccccc3c2=O)C(=O)N=C2SC=CN12	-20	0	1.7	-3	-9	-2	1	0	32	6
20	CN1OCC(S(=O)(=O)c2ccccc2)C1c1ccccc1 (centres undefined)	-4	5	-0.4	1	4	-1	6	-2	-10	3
21	CN1CCC(OC(=O)COc2ccc(Br)cc2)CC1	-18	3	-0.2	0	-5	1	-19	-1	1	0
22	O=C(CCc1n[nH]c(=O)[nH]c1=O)Nc1cccc([N+](=O)[O-])c1	11	20	0.2	nt	-1	-5	-22	2	0	2
23	COc1ccc(CCN2C(=NC(C)=O)SC3CS(=O)(=O)CC32)cc1OC (centres undefined)	13	18	1.1	0	0	-1	-2	-1	3	-1
24	CCCCOCCCn1c(-c2ccco2)nc2nc3ccccc3nc21	4	0	-1.7	0	1	-2	0	0	-20	-1
25	CCC(C)(C)NC(=O)/C=C/c1cc(OC)c(OC)c(S(=O)(=O)N2CCc3ccccc32)c1	-19	-13	-0.4	0	8	-6	-21	3	-3	-12
26	O=C(Cn1nnc(-c2ccc(S(=O)(=O)N3CCCC3)cc2)n1)Nc1ccccc1-n1cccc1	-16	1	1.8	-2	1	nt	-11	2	0	-2
27	Cc1ccc(S(=O)(=O)N2CCN=C2SCc2ccc(Cl)c(Cl)c2)cc1	-3	20	-2.1	-1	-7	-2	-22	-6	-2	-13
28	C/C=C\C(=O)Nc1cccc(C2=NOC3(C2)C[C@@H](C(N)=O)N(C(=O)c2ccccc2)C3)c1 (some centres undefined)	2	-4	2.3	1	-1	-1	-21	2	nt	-15
29	CC(=O)Nc1nc(-c2cccs2)cs1	20	5	-0.2	8	-8	-9	-5	-1	-1	-4
30	Cc1ccc(C(=O)NCC(=O)Nc2ccncc2)s1	-2	22	-2.8	0	-2	-4	-7	-1	-1	-16
31	O=C(NCCc1ccccc1)c1cccc(NC(=O)c2ccccc2)c1	21	-18	-0.1	1	0	7	10	5	nt	1
32	CCOC(=O)N1CCN(C(=O)COc2cc(=O)n(C)c3ccccc23)CC1	-2	3	0.1	4	3	nt	-10	-2	0	2
33	O=[N+]([O-])c1cccc(S(=O)(=O)NCCc2ccccc2)c1	nt	11	-0.3	-3	-3	0	-3	7	0	-1
34	C#CC(=O)N(c1cc(OC)ccc1OC)C(C(=O)NC1CCCC1)c1cccs1 (centres undefined)	-104	-27	-1.3	0	-23	nt	-2	15	nt	-1
35	COc1ccc(NC(=O)N2CCCC2C(=O)NCC2CCCCC2)cc1 (centres undefined)	15	-5	0.3	8	5	0	-10	0	2	-4
36	Cc1ccc(NC(=O)CCc2c(C)nc3ncnn3c2C)nc1	nt	19	-0.9	-3	4	-1	-20	1	-2	-12
37	CC(=O)c1ccccc1OCC(=O)Nc1cccc(S(=O)(=O)N2CCCC2)c1	25	5	-0.4	4	-8	1	24	-1	1	9
38	COc1cccc(C=O)c1OC(=O)N1CCOCC1	-9	0	-2.6	-1	-2	-2	-17	0	-3	-7
39	Cc1ccccc1OCC(=O)OCC(=O)N1CCCc2ccccc21	3	-4	-0.1	-1	-5	1	-7	1	-4	-12
40	COc1ccc(S(=O)(=O)N2CCC(C(=O)N3CCOCC3)CC2)cc1	10	-14	-0.5	1	-2	nt	-16	5	2	0
41	c1csc(-c2nc3ccccc3s2)c1	79	9	0.7	1	-6	13	14	0	-1	5
42	Cc1ccc(CN(Cc2cccnc2)C(=S)Nc2cccc(Cl)c2C)cc1	3	-6	-0.6	-2	-10	-2	-10	2	-6	-6
43	CC(OC(=O)[C@@H](NC(=O)OCc1ccccc1)C(C)C)C(=O)Nc1ccc(N2CCOCC2)cc1 (some centres undefined)	4	7	-2.1	2	-15	0	9	-3	-1	-13
44	O=C(Oc1ccccc1C(=O)Oc1ccccc1)c1cccnc1	-1	-3	-0.6	2	0	0	-15	3	-4	-8
45	Cc1cc(C)cc(C(=O)N2CC(=O)Nc3ccccc32)c1	-30	-12	-6.4	-5	-4	nt	?	5	-4	-13
46	COc1ccc(C(=O)N/C(=C\c2ccc3c(c2)OCO3)C(=O)NCCc2nc3ccccc3[nH]2)cc1	8	25	0.6	0	-11	1	22	-1	2	-10
47	COc1ccc(CN(C)CC(=O)NC(C)c2ccccc2)c(OC)c1 (centres undefined)	6	-3	0.1	0	-12	0	22	1	-1	-10
48	Cc1cc(=O)[nH]c2c(C)cc(S(=O)(=O)NCc3ccccc3)cc12	-2	-8	0.0	6	13	2	2	1	1	-13
49	COc1ccc(OCc2cc(C(=O)N(C)Cc3nccn3C)no2)c2ccccc12	-28	-3	-0.3	0	-11	-2	17	0	5	4
50	COc1cc(OC)cc(C(=O)NCC2CCCN(Cc3cccc(C(C)=O)c3)C2)c1 (centres undefined)	nt	8	-1.1	-1	-1	-1	19	-2	3	-9
51	CCn1c(-c2cccc(Br)c2)n[nH]c1=S	-5	13	1.2	1	0	nt	-26	-4	3	11
52	CCC1CCCCN1S(=O)(=O)c1ccccc1[N+](=O)[O-] (centres undefined)	-20	1	-1.8	-2	-11	-2	-12	0	4	-5
53	CC(CCc1ccccc1)NC(=O)N1CCOCC1 (centres undefined)	4	2	0.2	1	4	nt	-45	1	0	-10
54	O=C(OCC(=O)N1CCCCCC1)c1n[nH]c(=O)c2ccccc12	10	-6	-0.8	-4	1	-9	-6	-3	-1	-2

Molecules listed so far that have a thiophene ring, fused or not:
nr	mol	MITF act	HTR5A inv ag	CDK5 p35 inh	V-ATPase pHluor	dFosB activator	Wnt act	SR-BI DiI inh	HTR5A ag	NSD2 HMT inh	PvdQ inh
2	CN(CC(=O)Nc1ccc(Cl)c(C(F)(F)F)c1)C(=O)Cc1cccs1	22	9	-0.3	1	-6	-3	-1	2	0	-4
6	O=C(CCNS(=O)(=O)c1cccs1)Nc1nccs1	nt	3	0.0	nt	-5	18	-33	2	-2	10
8	Cc1ccc2c(c1)CCCN2C(=O)c1cc(C)c(C)s1	6	-3	-0.4	-1	-2	-1	61	1	-6	6
29	CC(=O)Nc1nc(-c2cccs2)cs1	20	5	-0.2	8	-8	-9	-5	-1	-1	-4
30	Cc1ccc(C(=O)NCC(=O)Nc2ccncc2)s1	-2	22	-2.8	0	-2	-4	-7	-1	-1	-16
34	C#CC(=O)N(c1cc(OC)ccc1OC)C(C(=O)NC1CCCC1)c1cccs1 (centres undefined)	-104	-27	-1.3	0	-23	nt	-2	15	nt	-1
41	c1csc(-c2nc3ccccc3s2)c1	79	9	0.7	1	-6	13	14	0	-1	5

From PubChem
